# High-throughput results as filed in PubChem.
# a7 integrin act: integrin-mediated muscular dystrophy alleviation activation; alpha7betagal myoblasts, beta-gal FDG fluorescence, 48 h; Potency, µM (highest dose often 38.3 µM), without a hit: top-dose activation, actives largely listed as activators; 350,000 compounds, 0.064% hits; AID 624291;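 also: potency is read from the fitted curve at half-maximal effect; 100% = response of the positive control SU9516; nearly all actives have a fitted effect of over 60% in size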
#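 alpha7betagal+/- myoblasts (passage 13, 250/well) treated 48 h at 37C with compounds at 1:260 dilution of DMSO stock. Lysed, then beta-galactosidase activity read as FDG fluorescence (ex 480/em 540) after 30 min, with pre-read for autofluorescence.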
# Menin-MLL TR inh: menin-MLL binding inhibition, Texas Red mutant peptide | 270,000 compounds, 0.23% hits | AID 1768 | Potency, µM (doses to about 61.6 µM), for inactives: top-dose FP activity change, negative = inhibition, usual class: inhibitors | O00255 | Menin + Texas Red MLL mutant peptide, fluorescence polarization; active = well fitted inhibition curve with a large enough effect in the polarisation, with a control signal flat, not every such curve was filed as active; inconclusive = small, poorly fitted or top-dose-only effect, or effect the other way, or a change in a side signal; inactive = no such curve, though single readings can be large or run the other way; the % refers to the polarisation; also: potency is read from the fitted curve at half-maximal effect; % of control where 0% means no effect; many of its hits are not listed in these tables
# Target sequence (O00255 whole entry, looked up): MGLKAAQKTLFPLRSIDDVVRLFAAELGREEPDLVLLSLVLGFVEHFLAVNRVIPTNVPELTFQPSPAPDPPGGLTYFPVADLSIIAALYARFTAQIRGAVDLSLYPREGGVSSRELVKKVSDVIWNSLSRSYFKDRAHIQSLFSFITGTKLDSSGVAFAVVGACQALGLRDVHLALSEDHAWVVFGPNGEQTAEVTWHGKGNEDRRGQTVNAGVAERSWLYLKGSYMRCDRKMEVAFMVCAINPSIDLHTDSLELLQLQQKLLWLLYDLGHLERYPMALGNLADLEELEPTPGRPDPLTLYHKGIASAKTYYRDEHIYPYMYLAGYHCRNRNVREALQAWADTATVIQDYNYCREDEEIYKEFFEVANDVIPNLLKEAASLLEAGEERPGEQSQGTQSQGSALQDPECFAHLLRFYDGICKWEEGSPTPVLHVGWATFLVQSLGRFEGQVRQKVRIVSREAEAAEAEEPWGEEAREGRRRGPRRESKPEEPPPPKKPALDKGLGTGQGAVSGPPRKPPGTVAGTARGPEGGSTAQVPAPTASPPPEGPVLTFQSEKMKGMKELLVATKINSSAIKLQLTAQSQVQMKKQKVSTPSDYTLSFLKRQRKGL
# PTAP TSG101 blk: blocks PTAP/TSG101 interaction to inhibit HIV-1 budding; Fluorescence polarization, FITC-PTAP peptide / Tsg101 binding; Potency, µM (highest dose often 115 µM), inactives show top-dose activity change, negative = inhibition, most hits filed as inhibitors; 340,000 tested, under 10 active; active = well fitted inhibition curve with a large enough effect in the main read-out, with a control signal flat, not every such curve was filed as active; inconclusive = small, poorly fitted or top-dose-only effect, or effect the other way, or a change in a side signal; inactive = no such curve, though single readings can be large or run the other way; also: potency is read from the fitted curve at half-maximal effect; % of control where 0% means no effect
#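 Fluorescence polarization binding of Tsg101 binding domain (10 uM final) to FITC-labeled PTAP peptide (50 nM final) in HEPES pH 7.5 buffer with NaCl, Tween 20, EDTA, TCEP. Compounds added before peptide; binding 20 min at RT.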
# Mito fusion act: blocks mitochondrial division or promotes mitochondrial fusion | S. cerevisiae fusion-defective mutant growth rescue, CellTiterGlo 48 h | Potency, µM (highest dose often 46.1 µM), without a hit: at the top dose growth rescue (activation), hits mostly activators | 320,000 compounds, 0.23% hits | AID 485298;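 also: potency is read from the fitted curve at half-maximal effect; % of control where 0% means no effect; nearly all actives have a fitted effect of over 45% in size; temperature-sensitive fusion mutants such as fzo1-1 at 37 °C on non-fermentable ethanol glycerol medium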
#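 Temperature-sensitive fusion-defective S. cerevisiae (e.g. fzo1-1, mgm1-5) were grown with compound in YPEG medium (3% ethanol, 3% glycerol) for 48 hours at 37C. Growth rescue was measured as viability by CellTiterGlo luminescence after 10 minutes at ambient.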
# TSHR antagonist: human thyrotropin receptor antagonism; P16473; 330,000 compounds, 0.2% hits; AID 504810; activity change, negative = inhibition, % at 11.5 µM; TSHR-expressing cells, TSH-stimulated cAMP HTRF, 2 h; active compounds read low;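 active = activity change below a set negative limit, meaning inhibition stronger than a set level, cut at about -70% in these data; inconclusive = activity change between two set negative limits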; also: % is scaled to controls: 0 for no effect and ±100 for the full control effect
#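 TSHR-expressing cells were treated with compounds, then stimulated with TSH at EC80 (4nM final) for 2 hours at 37 deg C. Cellular cAMP was measured by HTRF competition between lysate cAMP and cAMP-d2 for a cryptate-labelled anti-cAMP antibody.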
# AT treatment: potential ataxia-telangiectasia treatment; […] A-T fibroblasts, KAP-1 phosphorylation AlphaLISA; neocarzinostatin DNA damage 30 min before lysis; Potency, µM (series often up to 57.5 µM), inactives show at the top dose activation, usual class: activators; 320,000 compounds, 0.19% hits; also: potency is read from the fitted curve at half-maximal effect; % of control where 0% means no effect; nearly all actives have a fitted effect of over 45% in size
#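 hTERT-immortalized A-T patient fibroblasts ([…]), 500 cells/well in OPTI-MEM, 1% FBS, got compounds for 60 min, then NCS for 30 min at 37C. Lysates were then assayed for phospho-KAP-1 by AlphaLISA (anti-pKAP1 donor, anti-KAP1 acceptor beads), 6 hr at 25C.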
# TCR act: activates T cell receptor signaling; primary human leukocytes, anti-CD3, IL-2 HTRF, 48 h; Potency, µM (series often up to 9.22 µM), for the others: top-dose activation of IL-2 secretion, most hits filed as activators; 330,000 tested, under 10 active; AID 504894; also: % of control where 0% means no effect
#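 HTRF read-out of IL-2 secretion: europium cryptate donor excited at 320nm, d2 acceptor emission at 665nm. Cells were primary human leukocytes incubated 48 hr with compounds and a-CD3 beads, supplying TCR signal only.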
# MLL CXXC-DNA inh: inhibitors of human MLL CXXC domain-DNA interaction | 290,000 compounds, 0.037% hits | MLL-CXXC / FITC-HOXA9 DNA fluorescence polarization | Q03164 | Potency, µM (titrated, usually from 115 µM), for inactives: top-dose activity change, negative = inhibition, most hits filed as inhibitors | AID 2662; active = well fitted inhibition curve with a large enough effect in the polarisation, with a control signal flat, not every such curve was filed as active; inconclusive = small, poorly fitted or top-dose-only effect, or effect the other way, or a change in a side signal; inactive = no such curve, though single readings can be large or run the other way; the % refers to the polarisation; also: potency is read from the fitted curve at half-maximal effect
#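 Fluorescence polarization: 7 uM MLL-CXXC (stock) preincubated 5 min with compounds, then 50 nM fluorescein-HOX-A9 DNA (stock) added; 30 min ambient. Buffer 50 mM Tris-HCl pH 7.5, 50 mM NaCl, 1 mM DTT, 0.05% BSA.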
# MBNL1 CUG block: inhibitors of human MBNL1 binding to CUG repeat RNA | Q9NR56 | TR-FRET MBNL1-His/biotin-(CUG)12 binding, 665/545 ratio | Potency, µM (highest dose often 57.5 µM), for the others: at the top dose activity change, negative = inhibition, usual class: inhibitors | 280,000 compounds, 0.036% hits | AID 2675; active = well fitted inhibition curve with a large enough effect in the signal ratio, with a control signal flat, not every such curve was filed as active; inconclusive = small, poorly fitted or top-dose-only effect, or effect the other way, or a change in a side signal; inactive = no such curve, though single readings can be large or run the other way; the % refers to the signal ratio; also: potency is read from the fitted curve at half-maximal effect; % is scaled to controls: 0 for no effect and ±100 for the full control effect
# Target sequence (Q9NR56 whole entry, looked up): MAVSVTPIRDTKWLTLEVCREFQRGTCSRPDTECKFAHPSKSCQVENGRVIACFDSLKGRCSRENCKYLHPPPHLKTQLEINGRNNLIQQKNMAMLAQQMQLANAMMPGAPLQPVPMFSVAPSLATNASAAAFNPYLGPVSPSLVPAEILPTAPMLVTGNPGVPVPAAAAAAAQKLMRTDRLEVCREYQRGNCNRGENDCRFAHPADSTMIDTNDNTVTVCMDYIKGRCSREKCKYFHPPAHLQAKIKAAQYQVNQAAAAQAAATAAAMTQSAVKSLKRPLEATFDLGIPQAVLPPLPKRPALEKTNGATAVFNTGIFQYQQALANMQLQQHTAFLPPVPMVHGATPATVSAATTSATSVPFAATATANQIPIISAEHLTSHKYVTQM
#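 Compound titration spanned 92 nM–58 uM against the MBNL1-His/biotin-(CUG)12 complex. After 60 min at room temperature with 5 nM streptavidin-XL665 and 0.055 ng/ul terbium anti-His, ratiometric 665/545 nm emission (Ex 340 nm) normalized to controls.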
# S-ASM inh: inhibitors of human secretory acid sphingomyelinase | placental ASM, HMU-PC fluorogenic substrate, 60 min | AID 504937 | 340,000 compounds, 0.006% hits | P17405 | Potency, µM (highest dose often 57.5 µM), without a hit: at the top dose activity change, negative = inhibition, most hits filed as inhibitors; also: potency is read from the fitted curve at half-maximal effect
#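 Fluorogenic HMU-PC substrate (9 uM final) is turned over by placental ASM in 60 min at 37 C after a 10 min compound preincubation. Reaction ended by alkaline stop (pH 10), with fluorescence read at 386/447 nm.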
# An asterisk follows results filed as active; ? = inconclusive; . = not tested or not shown; [ ] = dose if it differs, or a comment. Unless noted, calls follow the shape of the dose curve; as a rule, active = well fitted curve in the direction sought with a large enough effect; inconclusive = small, poorly fitted or top-dose-only effect, or another doubt; inactive = no such curve, though single readings can be large; an effect the other way counts as inactive or inconclusive. Not all compounds are listed. The share of hits here may be higher or lower than overall.
compound	S-ASM inh	Mito fusion act	AT treatment	MBNL1 CUG block	TCR act	PTAP TSG101 blk	Menin-MLL TR inh	MLL CXXC-DNA inh	a7 integrin act	TSHR antagonist
CCOC(=O)c1ccccc1NC(=O)COC(=O)CSc1ccccc1	-1.8%	5.9%	27.9%	.	-25.3%	-2.5%	.	.	-15.1%	36.7
COc1cc([C@@H]2CC=C(C(=O)O)[C@H](c3ccc(F)cc3)N2S(=O)(=O)c2ccc(C)cc2)cc(OC)c1OC	6.2%	3.0%	-0.9%	.	2.0%	-4.4%	.	.	9.5%	3.7
O=C(/C=C/c1cccs1)Nc1ccc([N+](=O)[O-])cc1	1.6%	1.4%	0.5%	10.8%	0.8%[46.1 µM]	-2.0%	?	0.3%	15.2%	-4.9
Cc1csc(NC(=O)c2nn(C)c(C)c2[N+](=O)[O-])n1	7.7%	-7.1%	-1.3%	6.9%[11.5 µM]	-1.5%[46.1 µM]	-3.7%	-4.7%	-3.1%	20.3%	-8.0
Cc1cccc(NC2=NC3(CCCCC3)N=C(N)N2)c1	2.4%	.	.	.	-3.5%	-1.9%	.	.	-12.5%	.
Cc1oc(-c2ccccc2Cl)nc1CN(C)C(C)c1ccon1 (stereo not drawn)	-0.9%	0.4%	7.6%	-2.1%	-7.0%	0.5%	4.7%	-3.3%	11.3%	5.2
CCc1nc(SCc2ccccc2)n[nH]1	-2.9%	1.7%	7.6%	2.8%	.	-1.8%	3.8%	3.0%	-9.6%	-3.7
COc1ccc(C2C3=C(CC(C)(C)CC3=O)Nc3cc4c(cc32)OCO4)cc1 (stereo not drawn)	.	2.7%	0.1%	7.7%	-1.9%	-1.3%	-12.9%	8.6%	2.6%	-3.5
CNC(=O)COC(=O)c1cc(NC(=O)c2ccco2)c(OC)c(OC)c1	73.7%	2.0%	-1.1%	0.1%	-2.9%	-4.4%	4.2%	-4.1%	-0.3%	-4.6
Cc1ccc(C2=NN(C(=O)c3ccccc3F)C(c3ccccc3F)C2)cc1 (stereo not drawn)	-7.0%	-6.0%	-1.8%	-0.7%	-6.8%	1.8%	.	2.4%	9.9%	15.4
Cc1ccc(S(=O)(=O)NC(=O)Nc2nnc(C)s2)cc1	-2.3%	-5.1%	0.0%	4.6%	4.2%	-5.4%	-0.8%	4.9%	21.4%	-6.6
O=C(Nc1ccc2[nH]c(=O)[nH]c2c1)c1c(F)c(F)c(F)c(F)c1F	2.6%	2.8%	-8.4%	-5.4%	-5.0%	0.0%	-3.3%	-2.7%	?	23.4
CC1CC(C)CN(C(=O)CSc2nnc(CSc3ncccn3)n2C)C1 (stereo not drawn)	-1.3%	0.8%	8.8%	-5.3%	-14.1%	-1.2%	-9.4%	-0.4%	-3.4%	3.3
COc1ccc(-c2sc3ccccc3c2/C=C/c2ccncc2)cc1	13.6%	.	5.5%	.	6.8%	.	.	.	5.4%	15.5
COc1ccccc1-c1c(C)nn2c(N3CCC(C(N)=O)CC3)cc(C)nc12	10.2%	-0.7%	-5.9%	1.6%	9.2%	-5.7%	0.6%	-7.0%	-3.3%	0.8
O=C(O)CNC(=O)c1ccc(N2CCOCC2)cc1[N+](=O)[O-]	-1.8%	1.5%	3.7%	?	-0.4%	-0.7%	8.7%	-6.8%	18.9%	7.9
CC(=O)Nc1c2c(nn1-c1ccccc1C)CS(=O)C2 (stereo not drawn)	7.4%	0.8%	4.1%	0.2%	4.8%	-7.8%	11.4%	18.3%	3.6%	-9.4
CCCCCCCNC1=CC(=O)CC(c2ccccc2)C1 (stereo not drawn)	-2.8%	7.7%	1.9%	-16.3%	-1.4%[46.1 µM]	-7.1%	?	-3.2%	-36.8%	-12.9
CC1=C(C(=O)N2CCOCC2)C(c2cc(C)ccc2C)NC(=S)N1 (stereo not drawn)	2.2%	-2.9%	0.7%	5.3%	0.5%	-4.2%	2.5%	15.5%	-8.4%	3.1
COc1ccccc1NC(=O)Cn1cc(C#N)c2ccccc21	1.6%	11.2%	1.6%	0.4%	-3.6%	-2.1%	-2.2%	1.1%	4.3%	-4.6

# Remaining list, next part:
compound	S-ASM inh	Mito fusion act	AT treatment	MBNL1 CUG block	TCR act	PTAP TSG101 blk	Menin-MLL TR inh	MLL CXXC-DNA inh	a7 integrin act	TSHR antagonist
Cc1ccc(-c2ccc(=O)n(CC(=O)NCCCN3CCCCC3C)n2)cc1 (stereo not drawn)	-1.5%	-3.9%	-2.8%	25.3%	3.1%	-8.7%	0.4%	6.0%	-15.5%	9.9
O=C(NC1CC2CCCC(C1)N2C(=S)NCCc1ccccc1)C1CC1 (stereo not drawn)	3.8%	-1.9%	2.1%	-7.8%	-11.0%	-7.9%	2.8%	-3.7%	9.5%	-2.2
O=C1COc2ccc(C(=O)COC(=O)CCOc3ccccc3)cc2N1	-2.6%	.	1.0%	.	5.0%	-3.6%	.	.	2.9%	.
CCCCN(C)CCNC(=O)CN1C(=O)CSc2ccc(S(=O)(=O)N3CCCC3)cc21	2.5%	-4.8%	6.8%	-3.4%	6.9%	-4.0%	-13.8%	6.5%	-39.9%	-7.9
CC1(C)CC[C@]2(C(=O)O[C@@H]3O[C@H](CO)[C@@H](O)[C@H](O)[C@H]3O)CC[C@]3(C)C(=CCC4[C@@]5(C)CC[C@H](O[C@@H]6O[C@H](C(=O)O)[C@@H](O[C@H]7OC[C@@H](O)[C@@H](O)[C@@H]7O)[C@H](O)[C@H]6O)C(C)(C)C5CC[C@]43C)[C@@H]2C1 (stereo partly drawn)	-0.8%	.	1.6%	.	-3.0%	-4.3%	.	.	3.3%	2.4
CCN(C(=O)COC(=O)CCCOc1ccc(Cl)cc1C)c1c(N)n(Cc2ccccc2)c(=O)[nH]c1=O	4.4%	.	.	.	-1.9%	-2.7%	.	.	?	.
CCCC/C(O)=C1\C(=O)CC(C)(C)CC1=Nc1ccc(N)cc1	8.0%	7.1%	-1.9%	-2.1%	-1.6%	-0.2%	-6.0%	-7.9%	-11.1%	-13.2
Cc1noc(C(=O)N2CC3(C)CC2CC(C)(C)C3)c1Cl (stereo not drawn)	-0.8%	9.4%	9.6%	4.6%	1.8%	-5.4%	2.5%[11.7 µM]	-8.9%	-1.7%	-20.9
CC(C)(C)NC(=O)c1nc2ccccc2s1	2.0%	10.5%	23.6%	-4.0%	-3.1%	-1.8%	-12.7%	-11.3%	13.2%	5.4
Cc1ccc(-c2cc(C(=O)OCC(=O)N(C)c3c(N)n(Cc4ccccc4)c(=O)[nH]c3=O)c3ccccc3n2)o1	222.1%[activator]	-3.6%	7.6%	.	-0.8%	0.9%	.	.	18.2%	-2.8
Nc1nc(SCC(=O)N2CCCC2)[nH]c(=O)c1NC(=O)c1cccs1	5.7%	-0.2%	30.8%	-7.5%	-1.6%	-6.5%	.	-5.6%	4.8%	3.3
CC(=O)Nc1cccc(-c2csc(Nc3ccccn3)n2)c1	-6.4%	1.8%	-1.0%	-7.3%	.	-9.9%	.	-1.5%	-15.6%	14.2
Cc1cc(NC(=O)CCCS(=O)(=O)c2nc(-c3cccs3)cc(C(F)(F)F)n2)no1	6.5%	-13.3%	-5.9%	26.8%	-0.7%	-4.1%	-1.5%	?	-65.4%[inhibitor]	-42.1
COc1cc(/C=C2/C(=O)c3cccc([N+](=O)[O-])c3C2=O)c(Br)cc1O	-5.3%	1.8%	3.0%	.	-5.2%[46.1 µM]	-10.3%	?	28.2µM*	-43.5%	4.0
CC(C)C[C@@H](CO)N1CCN(Cc2cccc(C#N)c2)CCC1=O	5.8%	1.0%	0.9%	-2.5%	-0.5%	-0.2%	-5.8%	-1.6%	-6.8%	-0.6
